Bioassay records as filed in PubChem.
HGIII-sPLA2 inh: Inhibits HGIII-sPLA2 liposome hydrolysis, primary screen. Q9NZ20. QFRET BODIPY PC-A2 liposome hydrolysis, fluorescence. inhibition, % at 12.2 µM. hit rate 0.56% among 370,000. AID 743126;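 active = inhibition above mean plus 3 SD of compounds lying within the high and low control bounds, cut at about 19% in these data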;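 also: 0% = median of test compound wells and 100% = no enzyme DMSO wells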
DAX1 inh-1: DAX1 (NR0B1) inhibition, primary screen; hit rate 1.1% among 370,000; HEK293T StAR-luciferase reporter, SF-1/DAX-1 repression relief; AID 652010; inhibition, % at 6.8 µM;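 active = inhibition above the mean over all tested compounds plus 3 SD, cut at about 3.6% in these data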;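 also: 0% = DAX-1 cells with DMSO and 100% = cells lacking DAX-1 with DMSO; higher inhibition means more luminescence from relief of DAX-1 repression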
DAX1 inh-2: NR0B1 (DAX1) inhibition; hit rate 0.99% among 340,000; AID 504766; P51843; inhibition, % at 6.75 µM; HEK293 Gal4-DAX1 luciferase reporter, luminescence;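 active = inhibition above the mean over all tested compounds plus 3 SD, cut at about 4.2% in these data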;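 also: 0% = DAX1-transfected cells with DMSO and 100% = empty-vector control cells with DMSO; inhibition shows as a rise in luminescence from relieved DAX1 repression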
proKLK7 act: activators of human kallikrein-7 zymogen; purified proKLK7, EDANS-DABCYL substrate fluorescence; 100% is mature enzyme control, 0% vehicle; activation, % at 7 µM; AID 652039; hit rate 0.9% among 370,000;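 active = activation above the mean of all tested compounds plus 3 SD, computed per campaign excluding outliers beyond control limits, cut at about 13% in these data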
ssDAF-12 act: activates DAF-12 receptor from parasite S. stercoralis | hit rate 1% among 370,000 | activation, % at 6.8 µM | AID 652126 | HEK293 ssDAF-12/GRIP1 lit1-tk-luc reporter, luminescence; % of 3 µM dafachronic acid response;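 active = activation above the mean over all tested compounds plus 3 SD, cut at about 0.9% in these data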;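 also: 0% = DMSO-only wells and 100% = 3 µM delta7-dafachronic acid wells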
hgDAF-12 ag: hgDAF-12 agonism, primary luciferase screen | HEK293 GAL4-hgDAF12 UAS-luciferase reporter, agonist luminescence; normalized to butyrate control | activation, % at 6.8 µM | hit rate 1.8% among 370,000;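 active = activation above a cutoff set at the mean of all screened compounds plus 3 SD, cut at about 10% in these data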;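 also: 0% = DMSO wells and 100% = sodium butyrate wells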
hcDAF12 agonist: activates DAF-12 receptor from parasite H. contortus. HEK293 hcDAF-12 lit1-tk-luc reporter, luminescence; 0% DMSO, 100% Δ7-dafachronic acid. activation, % at 6.8 µM. hit rate 1.4% among 370,000. AID 652067;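 active = activation above the mean of all tested compounds plus 3 SD, cut at about 5.5% in these data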;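 also: 100% = response to 3 µM Δ7-dafachronic acid high control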
GC-B act: GC-B (human) receptor activation; P20594; HEK293-GC-B cells, CNP EC30, cGMP TR-FRET; 0% at EC30 CNP, 100% saturating CNP; activation, % at 10 µM; hit rate 0.11% among 370,000;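 active = activation at 10 µM reaching about 35% in either raw or pattern-adjusted values, limit read from the data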
GAA850 FXN act: increases GAA850 frataxin promoter reporter activity. HEK293 lucGAA850 FXN promoter luciferase reporter, 24 h; percent of 10 µM SAHA response. activation, % at 6 µM. hit rate 0.56% among 360,000;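 active = activation above the average of all compounds screened plus 3 SD, cutoff fixed separately per campaign, cut at about 7.5% in these data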;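 also: 0% = DMSO wells and 100% = 10 µM SAHA wells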
GC-A act: GC-A (human) enzyme activation. P16066. HEK293 GC-A cells, cGMP TR-FRET, EC30 ANP; 0% at EC30 ANP, 100% saturating ANP. activation, % at 10 µM. hit rate 0.14% among 370,000. AID 1671463; in the data active = activation above about 40%
SMARCA2 activ: activators of SMARCA2 function | MG213 cells, MMTV-luciferase reporter, dexamethasone, overnight | activation, % at 9.1 µM | hit rate 1% among 370,000; in the data active = activation above about 7.8%;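 also: 0% = vehicle wells and 100% = reference activator wells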
The depositor's hits bear a star; . = not tested or not shown; & = joins results of further samples. Some of the compounds tested (hit frequency here may not be typical).

#	Compound	HGIII-sPLA2 inh	DAX1 inh-1	DAX1 inh-2	proKLK7 act	ssDAF-12 act	hgDAF-12 ag	hcDAF12 agonist	GC-B act	GAA850 FXN act	GC-A act	SMARCA2 activ
1	CC(NC(C)(C)C)C(=O)c1cccc(Cl)c1 (configuration not stated)	-1&-4	0.1&0.4	-1.0	0.2&-0.2	-1.4&-1.0	2.3&-3.8	-0.8&-0.9	3&-5	1.6	4&1	-3&2
2	CCN(CC)P(=S)(c1c(C)nc2ccccn12)c1c(C)nc2ccccn12	0	-0.3	2.5	-0.4	-1.3	-2.1	-2.0	-12	0.9	-33	-4
3	CC(C)Oc1cccc(NC(=O)c2cccn(Cc3ccc4c(c3)OC(F)(F)O4)c2=O)c1	3	-0.8	-0.1	-0.9	-1.3	6.6	-0.7	-6	1.9	-2	-6
4	c1ccc(Cn2nnnc2C2CN=C(c3ccccc3)c3ccccc3N2)cc1 (configuration not stated)	-3	-0.5	.	1.0	-1.3	-1.3	0.1	-23	.	-16	-3
5	CCOc1cc(/C=C2\C(=O)NC(=O)N(C)C2=O)cc([N+](=O)[O-])c1O	1	0.1	13*	0.1	-1.6	4.0	0.0	2	1.7	3	3
6	CCOC(=O)N(CC)c1ccc(C(O)(C(=O)OC)C(F)(F)F)cc1 (configuration not stated)	1	-0.1	1.2	-0.6	-0.9	-0.8	-1.9	5	5.3	-6	-2
7	COC(=O)C1=C(c2ccc(OCc3ccccc3)cc2)C[C@@H]2CC[C@H]1N2C(=O)NCc1cccc(F)c1	-13	-3.2	0.6	0.5	-1.5	-3.9	-0.5	1	-8.5	-1	-7
8	c1ccc(CCNCc2cccs2)cc1	1	-0.3	-0.5	-0.4	-1.6	3.0	-0.3	-20	3.6	-23	-1
9	COc1ccc(N=C(C)c2c(O)[nH]c(=O)[nH]c2=O)cc1	0	0.0	0.0	0.3	-1.7	-0.1	0.7	2	2.9	0	1
10	CCN(CC)C(=O)Cn1cc(C=C2C(=O)N(C)C(=O)N(C)C2=O)c2ccccc21	5	0.5	-1.2	0.6	-0.5	0.5	0.2	8	0.4	12	-1
11	C#C[C@@]1(O)CCC2C3CCC4=C/C(=N/OCC(=O)NC(CCC(N)=O)C(=O)O)CC[C@]4(C)C3CC[C@@]21C (some centres not stated)	-1	-0.1	1.5	-0.7	-1.1	-0.3	-0.1	0	2.4	-3	1
12	Cc1cccc(-n2c(CN3C(=O)c4ccccc4C3=O)nc3ccccc3c2=O)n1	8	0.6	0.5	-0.2	-0.7	-0.3	-0.9	-1	1.6	-4	-3
13	CC1=CP(=O)(Oc2ccc([N+](=O)[O-])cc2)CC1 (configuration not stated)	6	-0.1	1.3	0.1	-0.4	1.2	0.9	-3	-0.3	1	-2
14	C=C1C[C@]2(O)[C@@]3(C)CCC(=O)C(C)(C)C3=C(O)C(=O)[C@@]2(C)[C@@H]2C(=O)O[C@@](C)(C(=O)OC)C(=O)[C@@]12C	2	2.5	5.0*	0.1	-0.5	7.4	-0.2	2	6.1	3	5
15	OCCOCC#CCN1CCOCC1	3	0.2	-0.6	0.1	-1.1	-1.2	0.2	3	3.3	4	1
16	O=C1OC(c2ccc(Br)cc2)=N/C1=C\N1CC2CC(C1)c1cccc(=O)n1C2 (configuration not stated)	-7	-0.3	0.3	0.4	-1.9	0.6	-2.4	-4	0.3	-3	-6
17	O=P(Nc1ccccc1)(Oc1ccccc1)Oc1ccccc1	-15	-0.8	-1.3	0.9	-0.2	-4.1	1.1	-13	-2.3	-8	0
18	O=c1cccc2n1CC1CC2CN(S(=O)(=O)c2cc(Cl)ccc2Cl)C1 (configuration not stated)	8	0.2	0.4	-0.1	-0.9	1.5	-1.7	2	-1.1	0	-3
19	CC1CCCCN1CC(O)c1c[nH]c2ccccc12 (configuration not stated)	9	0.0	3.9	-0.2	0.4	1.2	6.4*	1	0.5	-2	-3
20	CN(C)CCNC(=O)c1cccn(Cc2cccc(C(F)(F)F)c2)c1=O	-4	0.3	.	0.8	-0.8	2.1	-1.5	2	2.6	-2	-1
21	COC(=O)[C@@H]1N=C(c2ccc(OC)cc2)O[C@]12C(=O)N(C)c1ccc(Cl)cc12	4	1.6	.	0.1	-0.6	1.3	2.5	-5	.	-6	-3
22	COc1ccc2c(c1)NP(=S)(c1ccccc1)N2C (configuration not stated)	-21	4.5*	5.3*	1.1	0.3	10	2.5	-8	4.8	-5	4
23	CCCOc1ccc(C(=O)NC(=S)N2C[C@H]3C[C@H](C2)c2cccc(=O)n2C3)cc1	17	-0.1	2.1	-0.3	-0.7	2.5	1.8	8	0.3	-2	1
24	CC(=O)OC1CCC2(C)C(CCC3C4CC(N5CC5)C(C(C)=O)C4(C)CC(=O)C32)C1 (configuration not stated)	-1	-0.6	-0.7	0.6	-1.4	-1.1	-0.1	4	-0.3	5	0
25	COC(=O)c1ccc(C(C(=O)NC2CCCCC2)N(CCN2CCOCC2)C(=O)Cc2cccs2)cc1 (configuration not stated)	-1	0.2	-0.2	-0.4	-1.5	-2.1	-2.5	-1	0.0	2	-1
26	COC(=O)C1=C(c2ccc(-c3ccccc3)c(F)c2)C[C@@H]2CC[C@H]1N2C(=O)N1CCC(O)CC1	-19	-2.0	-3.4	0.4	-1.7	-5.1	-3.6	3	-7.1	1	-1
27	COC(=O)C1=C(c2c(C)noc2C)C[C@@H]2CC[C@H]1N2C(=O)NC1Cc2ccccc2C1	8	0.0	0.1	0.2	-1.1	1.1	0.5	-3	-0.4	2	-2
28	CCOc1ccccc1-n1c(O)c(C=Nc2ccc(N(CC)CC)cc2)c(=O)[nH]c1=O	-10	0.1	-1.2	-0.5	-1.2	-0.8	-1.5	1	-2.7	0	-2
29	COc1ccc2c3c([nH]c2c1)C(C)NCC3 (configuration not stated)	1	-0.2	-1.3	8.3	-0.9	-1.3	1.5	-1	-0.1	4	1
30	CC(=O)Nc1ccc(C2CN(C)CC2C(=O)c2ccc(Cl)cc2)cc1 (configuration not stated)	-12	4.2*	-0.1	-0.4	-0.9	0.8	-0.2	-3	2.5	-4	0
31	COc1ccc(CC(=O)N(C)C2CCCN(Cc3ccccc3F)C2)cc1OC (configuration not stated)	3	-0.4	0.8	-0.1	-0.8	-1.8	0.6	0	0.3	2	3
32	COC(=O)C1=C(c2ccc(Cl)c(C(F)(F)F)c2)C[C@@H]2CC[C@H]1N2C(=O)NCc1ccc2c(c1)OCO2	7	-0.2	2.0	1.2	-1.6	0.1	0.0	2	0.4	-4	1
33	C=CCn1c(O)c(C(CC)=Nc2cccc(C(F)(F)F)c2)c(=O)[nH]c1=O	2	-0.4	0.2	-0.3	0.0	-0.3	6.1*	1	0.8	-3	-2
34	CC(C)[C@H]1C(=O)O[C@@H]2CCN3CC=C(COC(=O)[C@](C)(O)[C@]1(C)O)[C@H]23	1	0.6	1.8	-0.8	-0.7	-0.8	1.6	3	-0.5	5	1
35	COc1c2c(cc3c1OCO3)CCN(C)C2	8	0.3	-0.3	-0.3	-1.1	0.4	-2.0	1	-1.1	1	2
36	O=C(CCc1ccccc1)N1C[C@H]2C[C@@H](C1)c1cccc(=O)n1C2	4	1.3	0.8	-0.6	-1.1	1.9	0.5	-2	1.3	0	2

Two entries from above, with values under each structure:
Second line of a record – HGIII-sPLA2 inh, DAX1 inh-1, DAX1 inh-2, proKLK7 act, ssDAF-12 act, hgDAF-12 ag, hcDAF12 agonist, GC-B act, GAA850 FXN act, GC-A act, SMARCA2 activ
32) COC(=O)C1=C(c2ccc(Cl)c(C(F)(F)F)c2)C[C@@H]2CC[C@H]1N2C(=O)NCc1ccc2c(c1)OCO2
    7, -0.2, 2.0, 1.2, -1.6, 0.1, 0.0, 2, 0.4, -4, 1
33) C=CCn1c(O)c(C(CC)=Nc2cccc(C(F)(F)F)c2)c(=O)[nH]c1=O
    2, -0.4, 0.2, -0.3, 0.0, -0.3, 6.1*, 1, 0.8, -3, -2

(list continues)
#	Compound	HGIII-sPLA2 inh	DAX1 inh-1	DAX1 inh-2	proKLK7 act	ssDAF-12 act	hgDAF-12 ag	hcDAF12 agonist	GC-B act	GAA850 FXN act	GC-A act	SMARCA2 activ
37	COc1ccc(-c2[nH]ncc2CNC(C)Cc2ccsc2)c(F)c1 (configuration not stated)	6	-0.1	-1.4	-0.2	-1.4	-1.8	0.1	-13	1.9	-11	0
38	COc1ccc(-n2nnnc2C(c2cc3ccccc3o2)N2CCC(n3c(=O)[nH]c4ccccc43)CC2)cc1 (configuration not stated)	5	-9.9	.	0.9	-2.9	-17	-4.2	3	.	-3	-9
39	CC(N=Cc1c(O)n(C2CC2)c(=S)[nH]c1=O)c1ccccc1 (configuration not stated)	5	0.0	3.0	0.4	-1.4	-1.6	-1.6	-5	1.1	-4	1
40	C=C1[C@H]2CC[C@H]3[C@]4(C)C[C@H](O[C@H]5O[C@H](CO)[C@@H](OS(=O)(=O)O)[C@H](OS(=O)(=O)O)[C@H]5OC(=O)CC(C)C)C[C@@H](C(=O)O)[C@H]4CC[C@]3(C2)[C@H]1O	-3	0.4	0.6	0.1	-1.3	2.1	-2.6	2	0.1	5	2
41	O=[N+]([O-])c1cccc(CN2CC=C(c3ccc(F)cc3)CC2)c1	10	-0.5	-0.1	0.4	-0.2	-2.6	-0.7	7	3.8	-1	-1
42	CC(C)[C@H](NC(=O)N1C[C@H]2C[C@@H](C1)c1cccc(=O)n1C2)C(=O)Nc1ccccc1F	13	-0.4	0.6	0.2	-1.3	-1.3	-1.9	6	-0.8	-1	0
43	COC(=O)C1=C(c2ccc(OC(F)(F)F)cc2)C[C@@H]2CC[C@H]1N2C(=O)NCc1cc(C)oc1C(F)(F)F	9	-0.5	-0.6	0.0	-1.1	-1.9	-1.4	0	-5.0	-2	-2
44	N#CC(CCN1CCOCC1)(c1ccccc1)c1ccccc1	0	-0.5	0.0	0.0	-1.4	1.6	-2.3	-7	3.0	2	0
45	Cc1ccccc1NC(=O)c1cc(-c2ccccc2)n(CCCN2CCOCC2)c1C	-19	0.3	.	0.7	-1.3	-1.5	-0.3	1	-2.2	3	-2
